From PubChem BioAssay
Tb hexokinase = blocks Trypanosoma brucei hexokinase 1 activity; 220,000 compounds, 0.11% hits; inhibition, % at 10 µM; recombinant TbHK1, G6PDH-coupled NADH A340;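 active means inhibition of 50% or more in the single-dose primary screen; inactive means inhibition below 50%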
CHOP inh = CHOP inhibition in unfolded protein response. inhibition, % at 10 µM. 220,000 compounds, 3.8% hits. CHO-K1 CHOP-promoter luciferase, tunicamycin-induced, 15-18 h. AID 2732;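 active means compounds that reduced the stress-induced luciferase reporter signal by more than about 70% of percent inhibition, limit read from the data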;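 further: 0% = tunicamycin plus vehicle and 100% = wells without tunicamycin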
FXIIa inh = factor XIIa (human) inhibition. purified FXIIa, Boc-QGR-AMC fluorogenic substrate, 2 h. inhibition, % at 5 µM. 220,000 compounds, 0.3% hits; in the data active means inhibition above about 40%;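 further: 0% = enzyme with no compound and 100% = blank without enzyme; many of its hits are not listed in these tables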
Wee1 degr inh = blocks degradation of human Wee1 kinase; HeLa Luc-Wee1K328M stability, luciferase luminescence; 100% = proteasome inhibitor MG132 effect; reporter increase, % at 5 µM; 220,000 compounds, 1.2% hits; AID 1321;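 active means activation above the mean of all tested compounds plus 3 SD, set per screening run, cut at about 8.8% in these data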;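 further: cells exposed to compound for 20 h before luminescence read; 0% = DMSO alone and 100% = MG132 at 30 µM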
TNF death inh = inhibitors of TNF-alpha induced necroptosis in Jurkat FADD-/- cells. Jurkat FADD-/- TNF necroptosis rescue, ATP luminescence, 24 h; 0 = TNF only, 100 = no-TNF cells. activation (protection from cell death), % at 10 µM. 220,000 compounds, 0.068% hits;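 active means activation, meaning protection from cell death, of at least 50% relative to plate controls; inactive means activation below 50%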;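 further: necroptosis triggered by 40 ng/mL TNF-alpha added together with compound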
FXIa inh = blocks human coagulation factor XIa protease activity. P03951. purified FXIa, Boc-Glu-Ala-Arg-AMC fluorogenic substrate. inhibition, % at 5 µM. 220,000 compounds, 0.14% hits. AID 798;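 active means inhibition of at least 40%; inactive means inhibition below 40%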;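 further: fluorescence of freed AMC excited at 355 nm; 0% = enzyme without compound and 100% = no enzyme blank; many of its hits are not listed in these tables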
Target sequence (P03951 19-387 limits assumed): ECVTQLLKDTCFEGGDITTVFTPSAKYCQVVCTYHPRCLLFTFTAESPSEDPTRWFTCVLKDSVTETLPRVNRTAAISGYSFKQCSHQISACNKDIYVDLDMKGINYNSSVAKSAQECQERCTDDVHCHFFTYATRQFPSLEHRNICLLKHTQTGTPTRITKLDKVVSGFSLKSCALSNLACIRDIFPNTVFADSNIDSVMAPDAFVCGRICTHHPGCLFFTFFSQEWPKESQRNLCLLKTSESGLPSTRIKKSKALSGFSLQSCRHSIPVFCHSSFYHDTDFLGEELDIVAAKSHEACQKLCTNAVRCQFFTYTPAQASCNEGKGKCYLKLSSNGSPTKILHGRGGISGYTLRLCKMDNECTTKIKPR
Target sequence (P03951 388-625 limits assumed): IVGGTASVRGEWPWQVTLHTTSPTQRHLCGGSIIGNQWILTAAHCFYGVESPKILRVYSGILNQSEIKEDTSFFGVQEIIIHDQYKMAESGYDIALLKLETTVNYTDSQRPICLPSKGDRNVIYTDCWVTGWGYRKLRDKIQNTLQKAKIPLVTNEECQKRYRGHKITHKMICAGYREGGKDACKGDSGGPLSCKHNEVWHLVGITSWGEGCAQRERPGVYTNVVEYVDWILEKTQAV
zVAD death inh = L929 zVAD cell death inhibition | 220,000 compounds, 0.38% hits | L929 zVAD necroptosis rescue, ATP luminescence, 24 h; with zVAD 60 µM | viability rescue, % at 10 µM;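 active means activation, scaled between plate controls, above about 75%, limit read from the data; inactive means activation under that limit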;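 further: 0% = zVAD with DMSO and 100% = DMSO alone without zVAD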
PPC-1+TRAIL kill = PPC-1 cancer cell killing with TRAIL present | PPC-1 cells + TRAIL, ATPLite viability luminescence | cell killing (% activity), % at 4 µM | 220,000 compounds, 0.41% hits | AID 1443;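 active means cell killing above 50% in the first pass at 4 µM, then a duplicate retest at 5 µM averaging 50% or more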;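 further: plate controls were cells with TRAIL plus DMSO for no effect and medium-only wells lacking cells for full effect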
PGE2 EP2 inh = inhibitors of human EP2 prostaglandin E2 receptor. P43116. 260,000 compounds, 0.52% hits. inhibition, % at 25 µM. C6 glioma cells expressing human EP2, cAMP TR-FRET; cells stimulated with saturating PGE2;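 active means percent inhibition above 40 after rounding to a whole number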;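 further: rat C6 glioma host cells with rolipram phosphodiesterase inhibitor present; the protocol text gives 20 µM as final concentration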
Target sequence (P43116 whole entry, looked up): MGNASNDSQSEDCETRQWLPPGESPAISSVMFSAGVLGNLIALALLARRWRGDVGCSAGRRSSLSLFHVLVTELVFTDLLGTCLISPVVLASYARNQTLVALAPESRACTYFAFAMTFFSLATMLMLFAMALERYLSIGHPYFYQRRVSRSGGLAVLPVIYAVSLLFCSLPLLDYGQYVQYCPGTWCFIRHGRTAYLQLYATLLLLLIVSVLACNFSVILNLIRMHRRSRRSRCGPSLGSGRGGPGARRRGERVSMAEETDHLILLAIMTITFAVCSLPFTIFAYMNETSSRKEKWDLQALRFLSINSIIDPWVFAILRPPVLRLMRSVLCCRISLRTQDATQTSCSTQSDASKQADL
* marks the source's active call; other numbers are inactive results; nt = no result given; & = joins results of further samples. A portion of the library; rates above refer to the full screens.

(1) CCOC(=O)Cn1c(=O)c(-c2ccccc2N)nc2ccccc21
(2) O=C(CCn1c(=O)sc2ccccc21)NC1=NCCS1
(3) Cc1cc(/C=C(\C#N)C(=O)NCc2cccs2)c(C)n1-c1ccccc1F
(4) Cc1[nH]c(=O)c(C#N)cc1-c1ccccc1
(5) Cc1ccc(F)cc1NC(=O)CSc1ncccn1
(6) O=C(Nc1ccc2snnc2c1)N1CCCCC1
Compound	1	2	3	4	5	6
zVAD death inh	0.0	0.2	0.7	-0.2	0.6	15
PPC-1+TRAIL kill	1	7	17	-16	6	12
Tb hexokinase	-20	4	-4	-19	-5	-6
TNF death inh	-1.3	-1.3	1.0	-4.5	0.7	1.4
PGE2 EP2 inh	6	13	9	14	10	11
FXIIa inh	12	8	-8	11	4	10
FXIa inh	4	3	2	4	-1	1
Wee1 degr inh	nt	-3	-4	1	-3	1
CHOP inh	7	13	33	12	7	4

In a second layout: results already given
[2] O=C(CCn1c(=O)sc2ccccc21)NC1=NCCS1
  zVAD death inh = 0.2 | PPC-1+TRAIL kill = 7 | Tb hexokinase = 4 | TNF death inh = -1.3 | PGE2 EP2 inh = 13 | FXIIa inh = 8 | FXIa inh = 3 | Wee1 degr inh = -3 | CHOP inh = 13
[3] Cc1cc(/C=C(\C#N)C(=O)NCc2cccs2)c(C)n1-c1ccccc1F
  zVAD death inh = 0.7 | PPC-1+TRAIL kill = 17 | Tb hexokinase = -4 | TNF death inh = 1.0 | PGE2 EP2 inh = 9 | FXIIa inh = -8 | FXIa inh = 2 | Wee1 degr inh = -4 | CHOP inh = 33
[4] Cc1[nH]c(=O)c(C#N)cc1-c1ccccc1
  zVAD death inh = -0.2 | PPC-1+TRAIL kill = -16 | Tb hexokinase = -19 | TNF death inh = -4.5 | PGE2 EP2 inh = 14 | FXIIa inh = 11 | FXIa inh = 4 | Wee1 degr inh = 1 | CHOP inh = 12
[5] Cc1ccc(F)cc1NC(=O)CSc1ncccn1
  zVAD death inh = 0.6 | PPC-1+TRAIL kill = 6 | Tb hexokinase = -5 | TNF death inh = 0.7 | PGE2 EP2 inh = 10 | FXIIa inh = 4 | FXIa inh = -1 | Wee1 degr inh = -3 | CHOP inh = 7

Going on with the list.
(7) CN(c1ccccc1C(=O)N1CCN(c2ccccc2)CC1)S(C)(=O)=O
(8) CCS(=O)(=O)N1CCN(c2ccccc2)CC1
(9) CCOC(=O)c1ccc(OCc2nc(-c3cccs3)no2)cc1
(10) Cc1ccc(NC(=O)CS(=O)CC(=O)N(CC(=O)NC2CCCC2)c2cccc(C)c2C)cc1 (stereo not given)
(11) CCOC(=O)/C=c1\s/c(=C(\C#N)C(=O)OCC)n(-c2ccccc2)c1=O
(12) CSc1oc(-c2ccc(F)cc2)nc1S(=O)(=O)c1ccc(F)cc1
Compound	7	8	9	10	11	12
zVAD death inh	0.0	0.1	0.3	0.1	-1.0	-0.3
PPC-1+TRAIL kill	30	7	8	0	nt	14
Tb hexokinase	5	-9	2	0	-20	2
TNF death inh	-0.4	-0.5	1.0	-2.2	-0.4	2.8
PGE2 EP2 inh	10	2	9	10	11	14
FXIIa inh	7	7	17	18	-3	9
FXIa inh	5	2	2	9	4	-1
Wee1 degr inh	8	-1	-1	-1	2	-1
CHOP inh	3	-7	14	0	7	40

(13) CNC(=O)c1cc2cc(Cl)cc(OC)c2oc1=O
(14) O=C1C(Cc2cccc([N+](=O)[O-])c2)SC(=Nc2ccccc2)N1c1ccccc1 (stereo not given)
(15) CCc1ccc(C(C)NC(=O)C2(C)CC2(Br)Br)cc1 (stereo not given)
(16) Cc1cc(C)c2oc(C(=O)N(Cc3cccs3)C3CCS(=O)(=O)C3)cc(=O)c2c1 (stereo not given)
(17) COc1ccc(S(=O)(=O)N2CCC(CN3C(=O)c4cccc5cccc(c45)C3=O)CC2)cc1
(18) Cc1ccc(-c2nc3ccc([N+](=O)[O-])cc3[nH]2)cc1
Compound	13	14	15	16	17	18
zVAD death inh	-0.2	1.3	-0.8	-0.8	-0.5	4.9
PPC-1+TRAIL kill	nt	14	0	1	-8	32
Tb hexokinase	-12	-8	-6	-15	23	-19
TNF death inh	-1.8	0.8	2.4	3.2	4.9	1.0
PGE2 EP2 inh	10	6	nt	4	9	1
FXIIa inh	nt	10	14	7	13	12
FXIa inh	nt	6	4	-3	5	7
Wee1 degr inh	2	-2	-1	3	0	-1
CHOP inh	nt	28	16	-8	-35	57

(19) C/C(Cl)=C/Cn1c(SCc2ccc(Cl)cc2)nc2c1c(=O)[nH]c(=O)n2C
(20) COC(=O)C1C(c2ccccc2)C(C(=O)O)C1c1ccccc1 (stereo not given)
(21) O=[N+]([O-])c1ccc(-n2cccc2/C=N/Nc2nc(N3CCCCC3)nc(N3CCCCC3)n2)cc1
(22) CCCOc1ccc(C(=O)NCCO)cc1
(23) O=C(Nc1ccc2c(c1)OCO2)C1CCCN(S(=O)(=O)Cc2ccccc2)C1 (stereo not given)
(24) Cn1c(=O)c2[nH]c(CN3CCN(Cc4ccccc4)CC3)nc2n(C)c1=O
Compound	19	20	21	22	23	24
zVAD death inh	-0.2	-0.9	1.9	0.6	-0.4	-0.4
PPC-1+TRAIL kill	29	13	nt	-18	3	24
Tb hexokinase	18	-4	-10	-9	-3	-4
TNF death inh	0.2	0.5	-0.8	-0.3	-1.4	-0.6
PGE2 EP2 inh	10&11	5	6	17	13	10&20
FXIIa inh	-8	1	3	8	9	11
FXIa inh	0	-3	-3	-6	0	3
Wee1 degr inh	-1	-1	11*	1	-3	0
CHOP inh	9	4	15	12	49	-5

(25) COc1ccc(S(=O)(=O)N2CCC(C)CC2)cc1Br
(26) COc1ccc(C2Nc3ccccc3C(=O)N2O)cc1OC (stereo not given)
(27) O=c1c2c3n(c(=O)nc2[nH]n1-c1ccccc1)CCCCC3
(28) O=C(CC(c1ccccc1)c1ccccc1)Nc1nn[nH]n1
(29) CC(=NC(C)C)C1=C(O)CCC1=O
(30) O=[N+]([O-])c1cc2c(c(CSc3nnc4ccccn34)c1)OCOC2
Compound	25	26	27	28	29	30
zVAD death inh	0.2	0.7	-0.4	1.4	4.2	-0.1
PPC-1+TRAIL kill	6	-5	17	20	7	24
Tb hexokinase	-1	-4	1	10	-3	-7
TNF death inh	1.3	0.0	0.3	-0.1	1.1	1.8
PGE2 EP2 inh	8	nt	10	7	6	3
FXIIa inh	8	4	11	7	12	10
FXIa inh	-9	-8	-5	1	6	7
Wee1 degr inh	-1	-1	-1	-1	0	-2
CHOP inh	42	35	-10	-6	-28	-25

(31) COC(=O)NNC(=O)/C=C/c1ccccc1
(32) COc1ccc(Cl)cc1N(C)C(=O)CCc1nc(-c2ccc(C)cc2)no1
(33) Cc1ccc(-n2ccc(-c3nn(-c4ccccc4)ccc3=O)n2)cc1
(34) COC(=O)C1=C(C(=O)OC)[C@@H]2N(C)c3ccccc3[C@@]23C[C@@H](C(=O)OC)N(C(=O)CC(C)C)C3=N1
(35) O=C(NC1CCCCCC1)c1cc2n(n1)C(C(F)(F)F)CC(c1ccco1)N2 (stereo not given)
(36) CCCCOc1ccc(/C=C/C(=O)OCC(=O)N2CC(=O)Nc3ccccc32)cc1OCC
Compound	31	32	33	34	35	36
zVAD death inh	0.0	0.3	1.9	-0.4	15	3.5
PPC-1+TRAIL kill	0	2	30	16	1	23
Tb hexokinase	12	-10	-11	-27	-8	-3
TNF death inh	0.8	-0.7	0.9	1.1	3.4	1.1
PGE2 EP2 inh	6	11	5	19	8	3
FXIIa inh	4	8	4	9	18	-4
FXIa inh	2	0	-7	3	3	-10
Wee1 degr inh	-2	1	2	nt	-1	0
CHOP inh	-5	13	22	13	74*	47

(37) Cc1ccc(/C=N/n2cnnc2)s1
(38) O=C(c1ccc(-c2ccccc2)cc1)N1CCN(c2ccccn2)CC1
(39) CCCn1nc([N+](=O)[O-])c(C(C#N)c2nc3ccccc3s2)c(Cl)c1=O (stereo not given)
(40) CC(=O)c1ccc(S(=O)(=O)N2CCN(c3ccccc3F)CC2)cc1
(41) COc1ccc(C(C(=O)NC(C)(C)C)N(Cc2ccco2)C(=O)CCC(=O)Nc2cc(C)on2)cc1 (stereo not given)
(42) CCOc1ccc(N2CSC(=S)N(c3ccc(OCC)cc3)C2)cc1
Compound	37	38	39	40	41	42
zVAD death inh	0.7	2.8	-0.8	2.6	0.1	0.4
PPC-1+TRAIL kill	-2	25	4	10	-16	-2
Tb hexokinase	-22	2	-17	3	-3	33
TNF death inh	0.1	-0.5	-12	1.0	-1.3	-0.1
PGE2 EP2 inh	1	5	7	14	6	4
FXIIa inh	16	2	16	4	8	4
FXIa inh	9	-6	14	-1	5	3
Wee1 degr inh	-1	-1	0	-1	-1	2
CHOP inh	1	4	36	18	25	-11

(43) CC(=O)NC(Cc1ccccc1)C(=O)NC1CCN(C(=O)c2cnccn2)CC1 (stereo not given)
(44) O=[N+]([O-])c1ccc(Oc2cccc3cccnc23)c([N+](=O)[O-])c1
(45) O=C1N/C(=C/c2cccs2)C(=O)N1Cc1ccc(Br)cc1
(46) N/C(=N\OC(=O)Cc1cccs1)c1cccc([N+](=O)[O-])c1
(47) CCN1CCN(C(=O)C2c3cc(OC)c(OC)cc3C(=O)N3CCc4ccccc4C23)CC1 (stereo not given)
(48) COc1ccc(Cc2c[nH]c(=O)[nH]c2=O)cc1
Compound	43	44	45	46	47	48
zVAD death inh	-0.2	7.2	1.6	-0.4	1.0	0.8
PPC-1+TRAIL kill	0	25	17	3	-14	4
Tb hexokinase	0	-8	7	-3	-12	-3
TNF death inh	-0.8	-0.4	1.7	3.2	2.0	1.2
PGE2 EP2 inh	4	11	3	6	nt	6
FXIIa inh	0	2	10	9	14	4
FXIa inh	5	-4	1	6	-17	-5
Wee1 degr inh	6	-2	-1	-1	2	0
CHOP inh	-11	8	-2	-8	35	15

(49) O=C(Nc1ncc(C(F)(F)F)cc1Cl)c1ccc(S(=O)(=O)N2CCOCC2)cc1
(50) O=C(COC(=O)C(O)C(O)C(=O)OCC(=O)c1ccc(C(F)(F)F)cc1)c1ccc(C(F)(F)F)cc1 (stereo not given)
(51) Cc1ccc(C(O)(C(=O)NNc2ccccn2)c2ccc(C)cc2)cc1
(52) Cc1cccc(C)c1OCCCCn1cnc2ccccc2c1=O
(53) CCC(C(=O)O)n1nnc(-c2ccc(-c3ccc(OC)cc3)cc2)n1 (stereo not given)
(54) CNC(=O)COc1ccc(S(=O)(=O)Nc2ccccc2)cc1
(55) COc1ccc(C(=O)/C=C/Nc2cc(C)ccn2)cc1
Compound	49	50	51	52	53	54	55
zVAD death inh	0.3	0.9	55	0.0	-0.1	0.3	0.1
PPC-1+TRAIL kill	15	9	4	15	18	25	35
Tb hexokinase	0	-15	-3	-3	4	-5	-15
TNF death inh	0.7	1.2	1.8	-1.2	0.6	1.9	-4.5
PGE2 EP2 inh	6	9	3	4	9	3	5
FXIIa inh	-2	-4	0	10	13	2	14
FXIa inh	-5	-2	-5	1	-7	-1	0
Wee1 degr inh	-3	-2	0	3	0	2	2
CHOP inh	7	3	28	34	-2	36	5
